ABCG2 inh: ABCG2 efflux pump inhibitors, primary screen, multiplex with ABCB1, IgMXP3 cells, flow cytometry. inhibition, % at 6.6 µM. Broad substrate specificity ATP-binding cassette transporter ABCG2 (Homo sapiens), Q9UNQ0. JC-1 efflux. 190,000 tested, 0.1% active;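 active = inhibition above 80%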;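 note: 0% = DMSO and 100% = nicardipine control wells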
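Test system: IgMXP3 cells (ABCG2) mixed with DDAO far-red-labelled CCRF-Adr cells (ABCB1). Reagent: JC-1 transporter substrate. Compound dosing: single test compound dose, 6.6 µM final. Times: 10 min compound exposure, 25 °C. Detection: flow cytometry of retained JC-1 fluorescence. Read-out basis: efflux inhibition in percent versus controls. Controls: nicardipine and DMSO wells.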
RGS7-Gao: RGS7-Galphao binding modulators, primary screen, biochemical, multiplexed bead flow cytometry; actives lie on both sides; binding response (% of control), % at 10 µM; 220,000 tested, 0.35% active; AID 1439, 2008; in the data active = binding response below about 49% or above about 150%; inconclusive = no clear call, values can overlap the other calls; inactive = in between;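 note: fluorescent Galphao held in activated GDP-AlF4 state binding bead-coupled RGS7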
Target sequence (P09471 whole entry, looked up): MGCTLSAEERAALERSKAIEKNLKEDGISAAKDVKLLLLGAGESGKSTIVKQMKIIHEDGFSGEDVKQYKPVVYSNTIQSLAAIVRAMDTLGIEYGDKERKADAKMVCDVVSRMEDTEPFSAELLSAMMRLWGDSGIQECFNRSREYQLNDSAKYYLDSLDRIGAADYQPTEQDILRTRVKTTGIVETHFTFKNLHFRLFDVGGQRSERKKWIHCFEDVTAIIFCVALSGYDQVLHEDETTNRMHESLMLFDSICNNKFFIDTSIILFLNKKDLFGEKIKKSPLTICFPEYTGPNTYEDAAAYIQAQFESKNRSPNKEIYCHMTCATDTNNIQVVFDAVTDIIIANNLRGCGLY
ABCB1 inh: ABCB1 efflux pump inhibitors, primary screen, cell-based, multiplex, flow cytometry, ABCG2 counter-screen. CCRF-Adr cells, JC-1 efflux. 190,000 tested, 0.067% active. inhibition, % at 6.6 µM; in the data active = inhibition above about 40%;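 note: 0% = vehicle and 100% = reference inhibitor; higher value means more JC-1 retained so stronger ABCB1 efflux block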
Bim-Mcl-1: inhibitors of Bim peptide binding to Mcl-1, primary screen, biochemical, bead-based flow cytometry, multiplex; inhibition, % at 10 µM; AID 1009, 2008; Induced myeloid leukemia cell differentiation protein Mcl-1 (Homo sapiens), Q07820; Bim peptide-Mcl-1 binding; 190,000 tested, 0.1% active;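 note: 0% = no compound tracer wells and 100% = peptide blocker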
Bim-Bcl-2: inhibitors of Bim-Bcl-2 binding, primary screen, biochemical, multiplexed, human Bcl-2 family | Apoptosis regulator Bcl-2 (Homo sapiens), P10415 | Bead-based flow cytometry, Bim peptide-Bcl-2 binding | inhibition, % at 10 µM | 190,000 tested, 0.06% active | AID 950, 2007; in the data active = inhibition above about 40%; inconclusive = no clear call, values can overlap the other calls;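 note: 0% = no compound wells with probe peptide and 100% = reference peptide inhibitor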
RGS8-Gao reg: RGS8-Galphao binding modulators, primary screen, biochemical, multiplexed bead flow cytometry; Guanine nucleotide-binding protein G(o) subunit alpha (Homo sapiens), P09471; actives lie on both sides; response (percent of control binding), % at 10 µM; 220,000 tested, 0.34% active; in the data active = response below about 60% or above about 140%; inactive = in between;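 note: Galphao activated as the GDP aluminium fluoride complex binding bead-coupled RGS8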
Bim-Bcl-B: inhibitors of Bim-Bcl-B binding, primary screen, biochemical, multiplexed, human Bcl-2 family. Bcl-2-like protein 10 (Homo sapiens), Q9HD36. bead-based flow cytometry, Bim peptide-Bcl-B binding. inhibition, % at 10 µM. 190,000 tested, 0.073% active;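 note: 0% = tracer peptide without compound and 100% = reference inhibitor peptide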
Target sequence (Q9HD36 whole entry, looked up): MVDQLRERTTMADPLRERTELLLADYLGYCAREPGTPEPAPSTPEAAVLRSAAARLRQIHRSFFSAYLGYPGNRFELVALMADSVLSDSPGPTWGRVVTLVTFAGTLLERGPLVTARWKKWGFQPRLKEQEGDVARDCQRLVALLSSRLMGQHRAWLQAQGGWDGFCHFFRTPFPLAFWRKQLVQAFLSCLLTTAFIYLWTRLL
Bfl-1 Bim block: inhibitors of Bim binding to Bfl-1, primary screen, biochemical, multiplexed, bead-based flow cytometry. Bcl-2-related protein A1 (Homo sapiens), Q16548. Bim-Bfl-1 binding inhibition. inhibition, % at 10 µM. 190,000 tested, 0.12% active;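 note: 0% = wells without compound plus tracer and 100% = blocker peptide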
RGS4-Gao reg: modulators of RGS4 binding to Galphao, primary screen, biochemical, multiplexed bead flow cytometry; Guanine nucleotide-binding protein G(o) subunit alpha (Homo sapiens), P09471; AID 1415, 2008; 220,000 tested, 0.33% active; actives lie on both sides; binding response (% of control), % at 10 µM; in the data active = binding response below about 49% or above about 150%; inactive = in between;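 note: fluorescent Galphao activated with aluminum fluoride binding bead-coupled RGS4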
Bim-Bcl-XL: inhibitors of Bim-Bcl-XL binding, primary screen, biochemical, multiplexed, bead flow cytometry, human Bcl-XL; Bim peptide-Bcl-XL binding, fluorescence; Bcl-2-like protein 1 (Homo sapiens), Q07817; inhibition, % at 10 µM; 190,000 tested, 0.04% active
Target sequence (Q07817 whole entry, looked up): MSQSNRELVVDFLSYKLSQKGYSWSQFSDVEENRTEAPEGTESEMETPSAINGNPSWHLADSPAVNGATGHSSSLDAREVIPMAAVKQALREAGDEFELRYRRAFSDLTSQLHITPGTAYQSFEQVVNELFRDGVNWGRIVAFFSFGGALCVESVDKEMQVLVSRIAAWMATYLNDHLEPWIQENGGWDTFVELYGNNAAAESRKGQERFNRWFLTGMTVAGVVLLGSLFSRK
Bcl-W Bim block: inhibitors of Bim binding to Bcl-W, primary screen, biochemical, multiplexed, bead-based flow cytometry | Bcl-2-like protein 2 (Homo sapiens), Q92843 | Bim peptide-Bcl-W binding | inhibition, % at 10 µM | 190,000 tested, 0.02% active | AID 952, 2007;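 note: 0% = bound tracer without compound and 100% = peptide blocker; higher means less fluorescent Bim peptide bound to Bcl-W beads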
* hit, by the source's call; ? = inconclusive; / = not tested or not shown. Cut-off read from the data, not from the text of the source, unless noted: active = inhibition above about 40%.

No.	Molecule	ABCG2 inh	RGS7-Gao	ABCB1 inh	Bim-Mcl-1	Bim-Bcl-2	RGS8-Gao reg	Bim-Bcl-B	Bfl-1 Bim block	RGS4-Gao reg	Bim-Bcl-XL	Bcl-W Bim block
1	CCCc1cc(C(=O)OC)c(NC(=O)CCCC(=O)O)s1	3	98	0.3	1	3	103	0	7	100	-1	7
2	C/C(N)=C(/C#N)C(=O)CSc1nnc(-c2ccc(OC(F)F)cc2)o1	6	102	0.8	-2	-2	105	-2	0	104	-5	-3
3	Nn1c(SCC(=O)Nc2ccc(S(=O)(=O)N3CCCC3)cc2)nnc1C(F)(F)F	0	98	0.0	0	-11	100	-8	-12	101	-5	1
4	COc1cccc2c1OCC/C2=N\NC(=O)COc1ccccc1C	6	94	0.8	-3	0	97	-5	0	95	-3	-2
5	O=C(Nc1nc(-c2ccc(-c3ccccc3)cc2)cs1)c1cc([N+](=O)[O-])ccc1N1CCOCC1	4	99	-1.1	-1	-4	99	-9	-4	94	-4	-4
6	O=C(NC(=S)Nc1ccc(Oc2ccccc2)cc1)c1ccc(Cl)cc1	1	100	0.0	1	-4	101	-4	-6	103	1	7
7	CC(C)N(C(=O)Cn1cc(SCC(=O)N2CCCC2)c2ccccc21)C(C)C	0	106	0.0	-3	-4	102	-4	-6	101	0	-2
8	CSc1nsc(/C=C/Nc2ccc(F)cc2)c1C#N	1	106	-0.4	-2	1	103	0	0	101	0	3
9	O=C(COC(=O)c1cccc(C(=O)OCC(=O)NCc2ccc(F)cc2)n1)NCc1ccc(F)cc1	4	102	0.9	-2	0	105	-9	0	102	-6	0
10	CCCCN(C)CCNC(=O)CSCc1ccc(C)cc1	5	101	0.5	0	-5	100	-7	-2	102	0	0
11	CCN(CC)S(=O)(=O)c1ccc(NC(=O)c2ccccc2N(C)S(C)(=O)=O)cc1	2	99	0.1	-2	-3	102	-13	-11	99	-8	0
12	COc1cc(OC)c(CN2CCCCCCC2)cc1Br	4	104	0.4	-1	-4	103	-6	-8	104	-13	0
13	CCN1CCN(CC(=O)c2c(C)n(C)c3ccc(OC)cc23)CC1	2	98	0.8	-2	2	100	1	-1	98	0	-1
14	O=C(c1ccco1)N1CCN(S(=O)(=O)c2ccc(S(=O)(=O)NC3CC3)cc2)CC1	1	97	0.5	0	0	101	-2	-3	95	-1	-1
15	COc1cccc(-c2cc(C(=O)N3CCCCCC3)no2)c1	1	101	0.3	4	6	96	0	4	98	8	5
16	CS(=O)(=O)N(CC(=O)NCc1ccccc1)Cc1ccc(Cl)cc1	4	97	0.8	-5	-10	102	-5	-20	99	-9	-2
17	CC(C)(C)NC(=O)C1CCN(C(=O)c2ccc(-c3ccccc3)cc2)CC1	2	100	0.4	-4	-2	95	-2	-8	96	-5	-2
18	COc1cccc(NC(=O)C(c2ccccc2)N2CCCCC2)c1 (stereo not drawn)	0	98	0.1	0	-4	98	-3	-7	99	-5	-3
19	Cc1nn(Cc2ccccc2)c(C)c1NC(=O)CSc1nc2c(c(C(F)(F)F)n1)CCc1ccccc1-2	-1	101	0.2	3	3	101	2	0	97	4	4
20	O=C(NC1CCCCC1)C1CCC(CNS(=O)(=O)c2cccc3nsnc23)CC1 (stereo not drawn)	1	100	0.4	0	-7	92	-5	-12	82	-3	1
21	CCOc1cc(CNn2cnnc2)ccc1OCC(=O)NC1CCCCC1	1	95	0.2	-1	0	104	0	0	97	-4	0
22	Cc1ccc(C(C(=O)NCc2ccco2)N(C(=O)CNC(=O)c2cccs2)c2ccc(C)cc2C)cc1 (stereo not drawn)	2	98	0.9	0	-2	104	3	0	95	0	0
23	COC(=O)N1CCN(c2ccc(C(C)=O)cc2)CC1	3	104	0.3	-7	-1	104	-2	-1	104	-2	-2
24	CC(C)N(C(=S)NCc1ccccc1)C(C)C	0	100	-0.2	0	-2	105	-5	0	99	1	3
25	COc1ccccc1C(=O)OCC(=O)Nc1cc(S(=O)(=O)N2CCOCC2)ccc1N1CCCC1	3	?	1.7	1	-1	91	-3	-4	86	0	1
26	CC(C)CC(OC(=O)c1nsc(Cl)c1Cl)C(=O)NCc1cccs1 (stereo not drawn)	2	/	1.1	-2	-6	/	-3	7	/	-3	-2
27	COc1cc(N)c(Cl)cc1NC(=O)c1ccccc1	2	98	0.2	0	-3	98	-1	-6	97	0	0
28	CCOc1ccc(N2CC(C(=O)NCCN3C(=O)S/C(=C\c4cccnc4)C3=O)CC2=O)cc1 (stereo not drawn)	3	?	-0.5	0	6	92	0	6	92	0	-2
29	Cc1cc(C)n(-c2ccc(C(=O)Nc3ccc(C)c(S(=O)(=O)N(C)C)c3)cc2)n1	4	97	1.0	-3	0	98	-4	-4	84	-2	-2
30	COc1cccc(NC2=Nc3cccc4cccc2c34)c1	5	103	0.4	-8	-5	101	-3	-7	100	-7	-6
31	CC(C)Cc1nc(N2CCN(C(=O)c3ccco3)CC2)c(C#N)c2c1CCC2	3	97	1.1	-3	-2	101	-2	-1	101	-2	-2
32	CSc1nc(N(C)NC(=O)c2cccc(C)c2)c2ccccc2n1	6	107	2.8	-3	-1	105	-6	-1	103	-1	-7
33	Cc1ccc(C)n1NC(=O)c1ccco1	0	98	-0.3	0	-7	100	-3	-7	104	-2	5
34	O=C(NCCc1ccccn1)c1n[nH]c(=O)c2ccccc12	3	97	0.3	-3	0	98	0	0	99	-4	-1
35	CCC(C(=O)c1ccc2ncccc2c1)c1ccccc1 (stereo not drawn)	11	103	1.2	-2	-4	100	-6	-4	103	-6	-4
36	CCCNC(=S)N1CCN(C(c2ccccc2)c2ccccc2)CC1	-3	92	-1.0	0	-4	98	-4	0	96	0	0
37	CCOc1ccc2nc(N3CCC(C(=O)Nc4nnc(CC)s4)CC3)sc2c1	3	100	0.6	0	-7	101	-10	-12	101	-2	0
38	Cc1nc(Nc2ccc(S(N)(=O)=O)cc2)sc1C(=O)Nc1ccccc1	-1	?	-0.6	0	-1	101	-4	-2	101	-1	0
39	O=c1[nH]c2ccc(S(=O)(=O)NCc3ccccc3)cc2[nH]1	-1	?	-0.3	-2	-3	103	-5	-4	106	-1	0
40	N#Cc1cc(Cl)c(N2CCOCC2)cc1C#N	0	89	0.1	/	?	94	/	/	84	/	/
41	CC(C)CCNC(=O)C1CC(=O)N(C2CCCC2)C1 (stereo not drawn)	0	101	0.0	21	-8	103	-8	-11	104	-3	1
42	CC(=O)c1cccc(NC(=O)NC2CCCc3ccccc32)c1 (stereo not drawn)	5	103	-0.7	-1	-7	104	-3	-6	100	-1	-5
43	CCC(c1nnnn1Cc1ccco1)N(Cc1cc2cc(OC)ccc2[nH]c1=O)C1CCCCC1 (stereo not drawn)	8	100	2.1	0	0	94	0	3	98	0	0
44	NS(=O)(=O)c1cccc(NC(=O)/C=C/c2cccs2)c1	6	101	-0.6	-1	-4	99	-3	-4	102	-1	-1
45	COc1cc(C)c(Cl)cc1S(=O)(=O)NCc1ccncc1	0	94	-0.3	-2	-2	96	0	-1	97	0	0
46	Cc1ccc(OCc2ccc(C(=O)O)o2)c([N+](=O)[O-])c1	2	98	0.3	-4	-6	101	-8	-10	100	-10	-5
47	Brc1ccc(OCCCN2CCOCC2)cc1	2	98	0.4	1	-2	102	-5	-9	102	-7	4
48	Cc1cc(NC(=O)CSc2n[nH]c(N)n2)no1	-1	103	-0.2	-1	-1	105	-3	-3	102	-3	-2
49	CCOC(=O)N1CCN(C(=O)c2cn(C)c3ccc(S(=O)(=O)N4CCCC4)cc3c2=O)CC1	0	101	-0.1	-5	-7	102	-13	-9	103	-5	3
50	CNC(=O)c1csc(-c2ccc(Cl)cc2)n1	2	102	0.6	1	-2	100	1	-4	99	1	-2
51	CN(C)S(=O)(=O)c1cccc(C(=O)OCC(=O)N2c3ccccc3NC(=O)C2(C)C)c1	4	125	1.4	-6	-12	98	-16	-17	104	-6	-3
52	CC(=O)NCCn1c(SCc2ccc(C)cc2C)nc2ccccc2c1=O	38	111	4.7	-6	-9	100	-7	-13	103	-9	-4

Whole records as entered above. Values in the order: ABCG2 inh, RGS7-Gao, ABCB1 inh, Bim-Mcl-1, Bim-Bcl-2, RGS8-Gao reg, Bim-Bcl-B, Bfl-1 Bim block, RGS4-Gao reg, Bim-Bcl-XL, Bcl-W Bim block
COc1cc(N)c(Cl)cc1NC(=O)c1ccccc1 is entered as 2, 98, 0.2, 0, -3, 98, -1, -6, 97, 0, 0
CC(=O)c1cccc(NC(=O)NC2CCCc3ccccc32)c1 (stereo not drawn) is entered as 5, 103, -0.7, -1, -7, 104, -3, -6, 100, -1, -5
